mIAP inh = blocks mouse intestinal alkaline phosphatase. purified mouse IAP, CDP-Star luminescence, 30 min. inhibition, % at 10 µM. 330,000 tested, 0.2% active. AID 2806;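 active = inhibition of at least 40% at 10 µM in the primary screen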;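 also: plate controls were DMSO with enzyme for no effect and no enzyme wells for full effect; values of inactives mirror those of a sister screen read the other way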
A3G deaminase = inhibitors of human APOBEC3G DNA deaminase | Q9HC16 | 330,000 tested, 0.28% active | inhibition, % at 20 µM | recombinant A3G, ssDNA deamination FAM/TAMRA fluorescence;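 active = inhibition of at least 40% at 20 µM, with no more than 30% in the related APOBEC3A deaminase screen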;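 also: plate controls were DMSO wells with A3G for no effect and wells lacking A3G enzyme for full effect; some compounds called inactive have numbers as strong as hits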
Target sequence (Q9HC16 whole entry, looked up): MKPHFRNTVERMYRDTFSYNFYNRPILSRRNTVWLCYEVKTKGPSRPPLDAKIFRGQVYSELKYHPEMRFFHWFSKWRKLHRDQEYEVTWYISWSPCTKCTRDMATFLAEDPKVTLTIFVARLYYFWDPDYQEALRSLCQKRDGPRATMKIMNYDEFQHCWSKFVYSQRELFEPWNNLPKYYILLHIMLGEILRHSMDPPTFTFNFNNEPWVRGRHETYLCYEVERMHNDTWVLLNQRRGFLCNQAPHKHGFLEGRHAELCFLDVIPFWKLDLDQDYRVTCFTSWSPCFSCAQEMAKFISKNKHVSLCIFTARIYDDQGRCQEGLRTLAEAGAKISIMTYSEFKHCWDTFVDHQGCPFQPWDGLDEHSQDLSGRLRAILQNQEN
mIAP act = increases mouse intestinal alkaline phosphatase activity; muIAP, CDP-Star luminescence, 30 min; active compounds read high; 1 = vehicle-only enzyme signal, 0 = enzyme-free wells; activation factor at 10 µM; 330,000 tested, 0.24% active;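 active = activation factor of at least 2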; also: the source names both 10 and 20 µM as test concentration; values of inactives mirror those of a sister screen read the other way
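Assay system: mouse IAP enzyme / Compound: DMSO-dissolved test compounds / Timing: 30 min, room temperature / Measured by: luminescence from enzymatic CDP-Star hydrolysis / Control set: DMSO-only wells, enzyme-free buffer wells as negative control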
hIAP block = blocks human intestinal alkaline phosphatase; P09923; purified IAP, CDP-Star luminescence, 30 min; inhibition, % at 10 µM; 330,000 tested, 0.12% active; AID 2544;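 active = inhibition reaching a set limit with compound at 10 µM in the primary screen, cut at about 35% in these data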;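 also: plate controls were DMSO wells with enzyme for no effect and no-enzyme buffer wells for full effect; values of inactives mirror those of a sister screen read the other way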
NLRP3 yeast inh = inhibitors of NALP3 inflammasome in yeast; Yeast reconstituted NLRP3/ASC/caspase-1, beta-gal luminescence, 24 h; inhibition, % at 10 µM; 330,000 tested, 0.39% active;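 active = inhibition of 50% or more; inactive = inhibition below 50%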;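 also: plate controls were induced DMSO wells for no effect and uninduced yeast grown without galactose for full effect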
MIN6 prolif = induces beta-cell replication in MIN6 cells; 330,000 tested, 0.29% active; proliferation, % at 10 µM; MIN6 cells proliferation, ATPlite luminescence, 48 h; cells starved in 0.2% serum; 100% = growth in 10% serum;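 active = compounds whose signal lies at least 3.5 SD above the mean of all wells on their plate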;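 also: 0% = DMSO-treated cells in low-serum medium and 100% = 10% serum control; some compounds called inactive have numbers as strong as hits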
hIAP act = human IAP activation. purified human IAP, CDP-Star luminescence, 30 min; active compounds read high; 1 = vehicle-only enzyme, 0 = enzyme-free background. activation factor at 10 µM. 330,000 tested, 0.16% active. AID 2524;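 active = activation factor of the enzyme at least 2-fold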; also: the source names both 10 and 20 µM as test concentration; values of inactives mirror those of a sister screen read the other way
A3A deaminase = inhibitors of human APOBEC3A DNA deaminase; recombinant A3A, FAM/TAMRA ssDNA deamination fluorescence; inhibition, % at 20 µM; 330,000 tested, 0.41% active; AID 493011;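 active = at least 40% inhibition at 20 µM here, with at most 30% in a related deaminase screen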;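 also: plate controls were A3A with DMSO for no effect and wells lacking A3A enzyme for full effect; some results filed as inactive read as strong as hits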
Target sequence (P31941 whole entry, looked up): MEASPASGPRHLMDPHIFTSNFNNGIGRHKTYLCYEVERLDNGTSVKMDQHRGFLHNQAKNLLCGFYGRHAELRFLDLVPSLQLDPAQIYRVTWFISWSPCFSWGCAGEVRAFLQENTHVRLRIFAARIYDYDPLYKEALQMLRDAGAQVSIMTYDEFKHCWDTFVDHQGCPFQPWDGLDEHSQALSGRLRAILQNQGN
SENP1 FRET inh = inhibitors of human SENP1 SUMO protease catalytic domain | inhibition, % at 10 µM | Q9P0U3 | recombinant SENP1 catalytic domain, CyPet-SUMO1-YPet FRET cleavage | 360,000 tested, 0.21% active | AID 624204;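 active = inhibition at least 30% at 10 µM, raw YFP signal under a set limit, fluorescence ratio 0.5 to 1.5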;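 also: 0% = enzyme with DMSO and 100% = no enzyme wells; some results filed as inactive read as strong as hits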
Target sequence (Q9P0U3 419-644 limits assumed): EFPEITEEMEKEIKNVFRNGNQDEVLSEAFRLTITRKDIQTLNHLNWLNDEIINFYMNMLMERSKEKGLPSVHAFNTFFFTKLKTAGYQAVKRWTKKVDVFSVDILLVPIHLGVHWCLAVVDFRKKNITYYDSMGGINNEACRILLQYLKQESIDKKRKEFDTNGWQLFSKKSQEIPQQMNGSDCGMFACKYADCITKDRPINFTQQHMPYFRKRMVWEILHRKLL
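Material: hSENP1 catalytic domain, recombinant; medium: Tris pH 8 with BME, BSA, NP40 and catalase; compound: single concentration of 10 µM compound, 0.5% DMSO final; technique: FRET read of cyan and yellow fluorescence; timing: 50 min enzyme reaction, room temperature, light-protected; reagent: SFCypet-SUMO1-SFYpet substrate at 25 nM; control set: no-enzyme low, enzyme-DMSO high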
Starred values were filed as active, the others as inactive; nt = not tested or not shown.

SMILES | mIAP inh | A3G deaminase | mIAP act | hIAP block | NLRP3 yeast inh | MIN6 prolif | hIAP act | A3A deaminase | SENP1 FRET inh
COc1cc(NC(=O)[C@H]2CSCN2C(=O)[C@@H]2CCC(=O)N2)cc(OC)c1OC | 0 | -1 | 1 | 13 | 11 | -4 | 0.87 | 2 | 1
COc1cccc(N2CCN(c3ccc4nnc(CCC(=O)N5CCC(C)CC5)n4n3)CC2)c1 | 5 | -6 | 0.95 | -7 | 8 | -2 | 1.1 | -3 | 0
COCCN(C(=O)COC(=O)CCOc1ccccc1)c1c(N)n(Cc2ccccc2)c(=O)[nH]c1=O | -3 | -4 | 1 | -10 | 8 | -2 | 1.1 | 12 | 1
NC(=O)C1CCN(C(=O)CCSCc2ccccc2)CC1 | -8 | -11 | 1.1 | 3 | 8 | -2 | 0.97 | -2 | 2
CCCCC(=O)Nc1ccc(C(=O)Nc2ccc3c(c2)OCO3)cc1 | 1 | -8 | 0.99 | 34 | 17 | 0 | 0.66 | -2 | -1
CCOC(=O)CN(C(=O)CNC(=O)c1ccco1)C(C(=O)NC1CCCCC1)c1cccc(OC)c1 (configuration not stated) | 3 | -2 | 0.97 | -20 | 12 | -2 | 1.2 | 0 | 1
CCO[C@H]1OC(C(N)=O)=C[C@@H](c2ccccc2)[C@@H]1CCCO | 3 | 0 | 0.97 | 9 | 12 | -2 | 0.91 | 1 | 4
COc1c(C)cc(Br)cc1C(=O)Nc1ccc(C)cc1[N+](=O)[O-] | -3 | -7 | 1 | -11 | 9 | 0 | 1.1 | -5 | -13
Cc1ccccc1OCCN1CCCC1 | 1 | -5 | 0.99 | -2 | 12 | 4 | 1 | -5 | -2
COc1ccccc1CNC(=O)CCN=C1NS(=O)(=O)c2ccccc21 | -10 | -8 | 1.1 | 11 | 9 | -3 | 0.89 | -4 | 1
Cn1cc(C(=O)NC2CCCCC2)c(=O)c2cc(S(=O)(=O)N3CCCC3)ccc21 | 5 | -4 | 0.95 | -9 | 12 | -4 | 1.1 | -4 | 3
N#CC1=C(SCC(=O)c2ccc(Cl)cc2)NC2=C(C(=O)CCC2)C1c1ccco1 (configuration not stated) | 18 | -4 | 0.82 | 9 | 8 | 0 | 0.91 | 3 | -61
CCCCN(CCCC)C(=O)CCS(=O)(=O)c1ccc2c(c1)n(C)c(=O)c(=O)n2C | 2 | -2 | 0.97 | -10 | 13 | -3 | 1.1 | 0 | -1
O=C(CCS(=O)(=O)Cc1ccc(Cl)cc1)NCCc1ccccc1 | 1 | 1 | 0.99 | 0 | 5 | -2 | 1 | 6 | 4
CN(C)CCCN1C(=O)C(O)=C(C(=O)c2cc3ccccc3o2)C1c1ccccc1 (configuration not stated) | -7 | -3 | 1.1 | 11 | 8 | -3 | 0.89 | -1 | 1
O=C(CCn1cccc1)NCc1ccc(Cl)cc1 | 2 | -1 | 0.98 | 6 | 9 | -3 | 0.94 | 5 | 2
O=C(CCS(=O)(=O)c1ccc(Br)s1)NCc1cccs1 | -8 | 4 | 1.1 | 9 | 26 | 4 | 0.91 | 9 | 0
COc1ccc(CCn2c(N)c(C(=O)NCc3ccco3)c3nc4ccccc4nc32)cc1 | -1 | -4 | 1 | -14 | 2 | -6 | 1.1 | -3 | -24
CC(CCc1ccccc1)NC(=O)CN(C)Cc1ccc(F)cc1 (configuration not stated) | -8 | 6 | 1.1 | -22 | -13 | -2 | 1.2 | 11 | 1
CCOC(=O)C1CCCN(C2=NC(=O)/C(=C/c3ccc(OC)cc3)S2)C1 (configuration not stated) | 6 | 4 | 0.94 | 6 | 10 | -2 | 0.94 | 2 | -1
Cn1nc(C(=O)NNC(=O)COc2ccccc2)c2ccccc2c1=O | 17 | -9 | 0.83 | -59 | -6 | 3 | 1.6 | -3 | 1
COc1ccccc1NC(=O)C1=C(C)NC(=O)NC1c1ccc(C)cc1 (configuration not stated) | -1 | 3 | 1 | 14 | 26 | 3 | 0.86 | 3 | -4
CCCNC(=O)c1c(N)n(-c2ccc(S(N)(=O)=O)cc2)c2nc3ccccc3nc12 | 5 | -8 | 0.95 | -38 | -8 | -1 | 1.4 | -4 | 8
CC(C)C(C)NC(=O)CN1C(=O)NC2(CCCCCC2)C1=O (configuration not stated) | -5 | -7 | 1.1 | -7 | -5 | -1 | 1.1 | -6 | 3
CCOC(=O)c1c(-c2ccc(OC)cc2)oc2cc(Br)c(O)cc12 | 4 | -10 | 0.96 | 2 | 0 | 2 | 0.98 | -4 | 0
Cc1cc2nc(-c3ccc(SCc4ccccc4C#N)nc3)[nH]c2cc1C | -7 | -8 | 1.1 | -21 | 20 | -3 | 1.2 | 0 | -9
Cc1cccc(NS(=O)(=O)c2ccc(C(=O)NCCCN3CCOCC3)cc2)c1C | 6 | 0 | 0.94 | -12 | 12 | -3 | 1.1 | 2 | 1
Cc1ccc2nc(SCC(=O)N3CCCC3)nc(=O)n2c1 | -2 | -10 | 1 | -18 | -5 | -2 | 1.2 | -6 | 3
Cc1nc(-c2cn[nH]c2)c2cc(C)oc2n1 | -5 | 0 | 1 | 3 | 14 | -1 | 0.97 | 4 | 1
COc1ccc(CCNC(=O)CSc2ccc(-c3cccs3)nn2)cc1 | -5 | -2 | 1.1 | 0 | 3 | -3 | 1 | 1 | -1

A different layout for nine compounds above.
Below each compound – mIAP inh, A3G deaminase, mIAP act, hIAP block, NLRP3 yeast inh, MIN6 prolif, hIAP act, A3A deaminase, SENP1 FRET inh
- Cn1nc(C(=O)NNC(=O)COc2ccccc2)c2ccccc2c1=O
→ 17, -9, 0.83, -59, -6, 3, 1.6, -3, 1
- COc1ccccc1NC(=O)C1=C(C)NC(=O)NC1c1ccc(C)cc1 (configuration not stated)
→ -1, 3, 1, 14, 26, 3, 0.86, 3, -4
- CCCNC(=O)c1c(N)n(-c2ccc(S(N)(=O)=O)cc2)c2nc3ccccc3nc12
→ 5, -8, 0.95, -38, -8, -1, 1.4, -4, 8
- CC(C)C(C)NC(=O)CN1C(=O)NC2(CCCCCC2)C1=O (configuration not stated)
→ -5, -7, 1.1, -7, -5, -1, 1.1, -6, 3
- CCOC(=O)c1c(-c2ccc(OC)cc2)oc2cc(Br)c(O)cc12
→ 4, -10, 0.96, 2, 0, 2, 0.98, -4, 0
- Cc1cc2nc(-c3ccc(SCc4ccccc4C#N)nc3)[nH]c2cc1C
→ -7, -8, 1.1, -21, 20, -3, 1.2, 0, -9
- Cc1cccc(NS(=O)(=O)c2ccc(C(=O)NCCCN3CCOCC3)cc2)c1C
→ 6, 0, 0.94, -12, 12, -3, 1.1, 2, 1
- Cc1ccc2nc(SCC(=O)N3CCCC3)nc(=O)n2c1
→ -2, -10, 1, -18, -5, -2, 1.2, -6, 3
- Cc1nc(-c2cn[nH]c2)c2cc(C)oc2n1
→ -5, 0, 1, 3, 14, -1, 0.97, 4, 1

Next records follow:
SMILES | mIAP inh | A3G deaminase | mIAP act | hIAP block | NLRP3 yeast inh | MIN6 prolif | hIAP act | A3A deaminase | SENP1 FRET inh
O=C(C1CC1)N1CCN=C1SCc1cccc(C(F)(F)F)c1 | 4 | 0 | 0.96 | 12 | 10 | 0 | 0.88 | 3 | 2
CC(=O)Oc1ccc(S(=O)(=O)c2ccc(OC(C)=O)cc2)cc1 | -12 | -8 | 1.1 | -8 | 14 | 4 | 1.1 | 7 | 1
O=C(Nc1cccc(Cl)c1)NC1CC2CCC(C1)N2Cc1cccs1 (configuration not stated) | -47 | 7 | 1.5 | -19 | 20 | -2 | 1.2 | 2 | 0
CCOC(=O)C(C(=O)OCC)C1CCS(=O)(=O)C1 (configuration not stated) | -16 | -5 | 1.2 | -4 | 14 | 1 | 1 | -2 | 0
CC1CC(C)(C)CC2(C1)NC(=O)N(CC(=O)NCC(c1ccco1)N1CCCCC1)C2=O (configuration not stated) | -2 | -2 | 1 | 4 | 16 | 0 | 0.96 | -1 | 0
COc1cc(C(=O)NCc2nnc(SCC(=O)Nc3nccs3)o2)cc(OC)c1OC | -3 | 1 | 1 | -22 | 2 | -3 | 1.2 | -2 | 1
COc1ccnc(Oc2ccc(Cl)cc2)c1C#N | 9 | -2 | 0.91 | 4 | 19 | -3 | 0.96 | 2 | 3
COC(=O)c1ccccc1NC(=O)c1cccnc1 | 2 | -2 | 0.98 | 0 | 12 | 4 | 1 | 1 | 2
CCCCNC(=O)COC(=O)c1cc2c(C)nn(-c3ccccc3)c2s1 | 4 | -3 | 0.96 | 4 | 20 | 1 | 0.96 | 20 | 3
O=Cc1ccc(N2CCCC2)o1 | 8 | -7 | 0.92 | 12 | 1 | -2 | 0.88 | -4 | -1
Cc1ccc(S(=O)(=O)Oc2ccc(/C=C3\N=C(c4cccc(C)c4)OC3=O)cc2)cc1 | -1 | -5 | 1 | -11 | 6 | -6 | 1.1 | -2 | 1
c1ccc(-c2ccc3c(c2)NC(C2Nc4cc(-c5ccccc5)ccc4O2)O3)cc1 (configuration not stated) | -4 | -2 | 1 | -7 | 35 | 0 | 1.1 | 0 | 2
O=C(c1cc(-c2cccs2)on1)N1CCN(C(c2ccccc2)c2ccccc2)CC1 | 7 | -1 | 0.93 | 1 | -4 | -6 | 0.99 | -1 | 5
Cn1c(=O)c2sccc2n2c(CCCC(=O)Nc3ccc(F)cc3F)nnc12 | 5 | -3 | 0.95 | 7 | 6 | -2 | 0.93 | -3 | -2
Oc1ccc(O)c(/C(=N/Nc2ccccc2)c2ccccc2)c1 | -6 | 29 | 1.1 | -1 | 5 | -5 | 1 | -4 | nt
COc1ccc2[nH]c3c(c2c1)CCN1C(=O)C(CC(=O)NCc2cccc(C(F)(F)F)c2)C[C@H](C(=O)N2CCOCC2)[C@@]31C (some centres not stated) | -9 | -3 | 1.1 | nt | nt | nt | nt | 3 | 3
Cc1nc(C)c(C(=O)N/N=C/c2cn(C)c3ccccc23)s1 | 7 | -3 | 0.93 | 3 | -6 | -1 | 0.97 | -3 | -3
CCNc1nc2c(c(=O)n(Cc3ccccc3)c(=O)n2C)n1Cc1ccccc1 | 2 | -7 | 0.98 | -2 | 0 | -2 | 1 | -5 | 2
COc1ccc(-c2csc(CCn3nc(C)cc3C)n2)cc1OC | -12 | -7 | 1.1 | -6 | 2 | -1 | 1.1 | -1 | 3
Cc1ccc(S(=O)(=O)N(C)C)cc1NC(=O)COC(=O)/C=C/c1ccc2ccccc2n1 | 1 | -7 | 0.99 | -7 | 15 | 1 | 1.1 | -3 | 1
Cc1ccc(S(=O)(=O)N(CC(=O)NN=C2CCN(C)CC2)c2ccc(C(C)C)cc2)cc1 | -4 | -3 | 1 | -8 | 12 | 0 | 1.1 | -2 | 3
Cc1c(NC(=O)Nc2ccccc2Cl)c(=O)n(-c2ccccc2)n1C | -1 | -2 | 1 | -8 | 7 | 0 | 1.1 | 2 | 1

Screening data from PubChem.

This is a subset; count on the stated rates, not on these rows.
